Source: PubChem
ST2 inh = IL1RL1 inhibition | inhibition, % for hits at 17 µM | AID 1259354 | AlphaLISA ST2-Fc/biotin-IL-33 interaction, 1 h | Q01638 | 2.3% of 78,000 active; in the data active = inhibition above about 30%; inconclusive = mostly about 10% to 28%
Target sequence (Q01638 whole entry, looked up): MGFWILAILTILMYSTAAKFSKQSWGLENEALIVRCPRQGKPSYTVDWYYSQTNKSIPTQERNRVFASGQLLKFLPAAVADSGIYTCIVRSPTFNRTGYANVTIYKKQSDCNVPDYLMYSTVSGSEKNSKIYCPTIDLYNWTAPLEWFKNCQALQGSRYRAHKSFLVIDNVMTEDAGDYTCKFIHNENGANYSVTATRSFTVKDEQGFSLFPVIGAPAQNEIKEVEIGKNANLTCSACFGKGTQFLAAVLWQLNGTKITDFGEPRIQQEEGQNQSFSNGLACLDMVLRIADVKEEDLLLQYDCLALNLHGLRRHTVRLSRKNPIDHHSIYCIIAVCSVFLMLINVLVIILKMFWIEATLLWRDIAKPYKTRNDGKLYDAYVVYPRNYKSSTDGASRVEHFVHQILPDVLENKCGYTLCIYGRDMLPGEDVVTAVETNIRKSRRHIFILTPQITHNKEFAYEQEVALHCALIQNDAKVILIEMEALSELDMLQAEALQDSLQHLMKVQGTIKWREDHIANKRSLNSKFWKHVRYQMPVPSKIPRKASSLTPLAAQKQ
Active calls of the source: *. A portion of the library; rates above refer to the full screens.

Results for COc1ccc(OC)c(CC(=O)N2CCn3c(C(N)=O)cnc3C2)c1 ?
ST2 inh: inconclusive

What do the screens show for `COc1cccc(C(=O)NCc2cccc(CNC(=O)c3cccc(OC)c3)c2)c1`?
ST2 inh: inactive

Results for CCc1c(C)nn(CC(=O)NCc2nn(C)c3ccc(C)cc23)c1C ?
ST2 inh: inactive

What do the screens show for `CC(Cc1c[nH]c2ccccc12)Nc1ccc2ccccc2n1` (centres undefined)?
ST2 inh: inconclusive

How did CCc1ccc(C2NC(=O)NC3=C2C(=O)CCC3)cc1 (centres undefined) do in these assays?
ST2 inh: inactive

What do the screens show for `CCOC(=O)C(C)(C)N(Cc1ccccc1Cl)S(=O)(=O)c1ccc(Br)cc1`?
ST2 inh: inactive

Results for CCOC(=O)C1=C(C)NC(=O)NC1c1ccc(-c2cc(Cl)cc(Cl)c2)o1 (centres undefined) ?
ST2 inh: inactive

How did Cc1cc(CN2C(=O)NC(Cc3ccc(F)cc3)(C3CCNCC3)C2=O)on1 (centres undefined) do in these assays?
ST2 inh: inactive

What do the screens show for `COc1cc(F)ccc1CN1CC[C@@H](N2CCN(CCc3ccccc3)CC2)[C@H](O)C1`?
ST2 inh: inactive

Results for CC(C)C(NC(=O)c1cc2ccccc2o1)c1nnc2n1CCNCC2 (centres undefined) ?
ST2 inh: inactive

What do the screens show for `CCO[C@H]1[C@H](NC(=O)c2cnn(C(C)C)c2)c2ccccc2C12CCNCC2`?
ST2 inh: inactive

How did CN1[C@@H](CCC(=O)N2CCN(c3ccccn3)CC2)CNC(=O)[C@@H]2[C@H]1CCN2Cc1cccs1 do in these assays?
ST2 inh: inactive

Results for CC(C)NC(=O)c1cc(Nc2ccccc2)nc2ccccc12 ?
ST2 inh: inconclusive

What do the screens show for `COc1ccc(CNc2ccc3c(c2)ncn3C(C)(C)C)cc1`?
ST2 inh: inconclusive

What do the screens show for `Cn1c(=O)c2c(SCc3cccnc3)nc(-c3ccco3)nc2n(C)c1=O`?
ST2 inh: inconclusive

What do the screens show for `COc1ccc(-c2c3c(=O)n(C)c(=O)n(C)c3cn2C2CCCCC2)cc1`?
ST2 inh: inconclusive

Results for Cc1c(Cl)c([N+](=O)[O-])nn1CCCC(=O)Nc1ccc(C#N)cc1 ?
ST2 inh: inconclusive

Results for Cc1cc2ccccc2n1CCNC(=O)C(C)C ?
ST2 inh: inactive

What do the screens show for `CCC1=NC(c2ccc(Br)cc2)N(O)C1(C)C` (centres undefined)?
ST2 inh: inconclusive

What do the screens show for `O=C(NCc1ccccc1)C(=O)Nc1ccc(Cl)cc1`?
ST2 inh: inactive

How did CCOC(=O)c1ccc2c(c1)N(C)C(=O)c1ccccc1S2 do in these assays?
ST2 inh: inactive

What do the screens show for `CC(C)N1CCn2nc(C(=O)N(C)CCc3nc4ccc(F)cc4[nH]3)cc2C1`?
ST2 inh: inactive

How did COc1ncccc1C(=O)NC1CC(=O)N(CCCc2ccccc2)C1 (centres undefined) do in these assays?
ST2 inh: inconclusive

Results for COc1ccccc1NC(=O)C1=C(C)Nc2nnnn2C1c1ccc(C)cc1 (centres undefined) ?
ST2 inh: inactive

Molecules from the list above that contain an NH in an aromatic ring:
What do the screens show for `CC(Cc1c[nH]c2ccccc12)Nc1ccc2ccccc2n1` (centres undefined)?
ST2 inh: inconclusive

What do the screens show for `CC(C)N1CCn2nc(C(=O)N(C)CCc3nc4ccc(F)cc4[nH]3)cc2C1`?
ST2 inh: inactive

(list continues)
How did CCCCCOc1ccc(/C=c2\sc3nc(-c4ccncc4)nn3c2=O)cc1OC do in these assays?
ST2 inh: inconclusive

How did Cc1cc(Br)c2c3c(c(N)c(=O)[nH]c13)-c1ccccc1C2=O do in these assays?
ST2 inh: 45%*

What do the screens show for `COc1ccc(OCCn2c(NC(C)=O)nc3ccccc32)cc1`?
ST2 inh: inactive

What do the screens show for `CC1CN(c2ncnc(N)c2[N+](=O)[O-])CC(C)O1` (centres undefined)?
ST2 inh: inactive

How did Cc1ccc(-c2csc(NC(=O)c3ccc(S(=O)(=O)N4CCc5ccccc54)cc3)n2)o1 do in these assays?
ST2 inh: 39%*

Results for CCCCNC(=O)c1cc2cc3ccc(OC)cc3nc2s1 ?
ST2 inh: inconclusive

How did COc1ccc(-c2cc(C[C@H]3CNCC[C@H]3CC(=O)Nc3ccccc3)no2)cc1 do in these assays?
ST2 inh: inactive

How did CSCCC(NC(=O)c1cc(CC(C)C)oc1C)C(=O)O (centres undefined) do in these assays?
ST2 inh: inactive

Results for Cc1ccc(OCC(O)CN2CCN(Cc3ccc4c(c3)OCO4)CC2)c(C)c1 (centres undefined) ?
ST2 inh: inconclusive

What do the screens show for `Oc1ccc(-c2nc3cnccn3c2Nc2ccc3c(c2)OCCO3)cc1`?
ST2 inh: inactive

Results for Cc1cnc(SCCN2CCOCC2)nc1C1CCCN(C(=O)c2cc(=O)c3ccccc3o2)C1 (centres undefined) ?
ST2 inh: inconclusive

Results for c1cc2c(cc1CN1CCN(c3nc4nonc4nc3N3CCSCC3)CC1)OCO2 ?
ST2 inh: inconclusive

What do the screens show for `COc1ccc(S(=O)(=O)Nc2ccc3c(c2)OCO3)cc1OC`?
ST2 inh: inactive

How did O=c1oc2ccccc2cc1-c1csc(-c2cc3ccc(O)cc3oc2=O)n1 do in these assays?
ST2 inh: inconclusive

How did Cc1cc2cc(C(=O)NCCCCc3ccccn3)ccc2o1 do in these assays?
ST2 inh: inactive

What do the screens show for `CCOc1ccc(S(=O)(=O)NCCC(C)C)c2cccnc12`?
ST2 inh: inactive

How did CC(=O)c1ccc(N2N=C(C)/C(=C/c3ccc(-c4cccc([N+](=O)[O-])c4)o3)C2=O)cc1 do in these assays?
ST2 inh: inactive

How did COc1ccc(Cc2c(O)nc(SCC(=O)N3CCOCC3)[nH]c2=O)cc1 do in these assays?
ST2 inh: inconclusive

How did Cn1ccnc1CN(C(=O)Cc1noc2ccccc12)C1CC1 do in these assays?
ST2 inh: inconclusive

What do the screens show for `CC(C)c1ccc(Nc2nnc(Cc3ccc(Cl)cc3)c(=O)[nH]2)cc1`?
ST2 inh: inactive

What do the screens show for `CCN(Cc1ccncc1)C(=O)CCC(=O)Nc1ccc(F)c(Cl)c1`?
ST2 inh: inactive

How did C=CCNC(=O)N[C@H]1C[C@@H](C(=O)N[C@H](Cc2c[nH]c3ccccc23)C(N)=O)N(C(=O)c2cccn2C)C1 do in these assays?
ST2 inh: inactive

How did CC(C)(CO)CNC(=O)C1CC(=O)N(C2CC2)C1 (centres undefined) do in these assays?
ST2 inh: inactive

What do the screens show for `O=C(Nc1ccc(Cl)c(N2CCCS2(=O)=O)c1)c1c(F)cccc1F`?
ST2 inh: inactive

How did Cc1ccccc1NC(=O)c1cccc(N=Cc2ccc(O)c(O)c2)c1 do in these assays?
ST2 inh: inactive

Results for Cc1ccc(Cc2c(C)nc3nc(SCC(=O)NCC4CCCO4)nn3c2C)cc1 (centres undefined) ?
ST2 inh: inactive

What do the screens show for `CC1(C)CC(CCC(=O)Nc2nncs2)C(=O)O1` (centres undefined)?
ST2 inh: inconclusive

What do the screens show for `CCC1(NC)C(=O)c2ccccc2C1=O`?
ST2 inh: inactive

What do the screens show for `Cc1nc(C)c(CN2CCC(Cn3cc(C4CC4)nn3)CC2)nc1C`?
ST2 inh: inactive

How did COc1ccccc1OCC(=O)Nc1ncc(Cc2cccc(C)c2)s1 do in these assays?
ST2 inh: inactive

What do the screens show for `COc1cccc(-c2nnc(NC(=O)c3ccc(S(=O)(=O)N4CCCCC4)cc3)o2)c1`?
ST2 inh: inactive

Results for CCOc1ccc(-c2nc(SCC(=O)NCCc3ccccc3)n3[nH]c(=O)cc3n2)cc1 ?
ST2 inh: inactive

Results for COc1ccc(C(=O)Nc2cc(OC)cc(OC)c2)cc1 ?
ST2 inh: inactive

How did COc1cc2c(cc1OC)-c1nc3ccccc3c(=O)n1C(C)(C)C2 do in these assays?
ST2 inh: inactive

How did O=c1oc2ccccc2n1CCOc1ccccc1 do in these assays?
ST2 inh: inactive

What do the screens show for `COc1cc(OC)c2c(O)c3c(c(-c4c5c(c(O)c6c(OC)cc(OC)cc46)CO[C@@H](C)[C@H]5O)c2c1)[C@H](O)[C@H](C)OC3`?
ST2 inh: inconclusive

Results for COc1ccc2ccc(OCc3nc(C(=O)N4CCC(NC(C)=O)C4)co3)cc2c1 (centres undefined) ?
ST2 inh: inactive

How did COC(=O)c1cc(CN2CCN(c3ncnc4ccccc34)CC2)cs1 do in these assays?
ST2 inh: inconclusive

Results for CCCC(=O)Oc1ccc(N(C)C2=NS(=O)(=O)c3ccccc32)cc1 ?
ST2 inh: inactive

Results for Cc1ccc(-n2c(=O)c3sccc3n(CC(=O)c3ccccc3)c2=O)cc1F ?
ST2 inh: inconclusive

What do the screens show for `N#Cc1c(NC(=O)c2ccc(Br)o2)sc2c1CCCC2`?
ST2 inh: inconclusive

How did O=C(NCc1nnc(-c2ccccc2)o1)c1cnn2c1CCCC2 do in these assays?
ST2 inh: inactive

How did COc1ccc(S(=O)(=O)N2CCC(C(=O)Nc3ccc4c(c3)OCO4)CC2)cc1 do in these assays?
ST2 inh: inactive

Results for Cc1ccc(N2C(N)=C(C#N)C(c3ccc4c(c3)OCO4)C3=C2CCCC3=O)cc1Cl (centres undefined) ?
ST2 inh: inactive

Results for O=C1Nc2ccc(Br)cc2C(=O)N2CCN(C(=O)c3ccccc3)C[C@H]12 ?
ST2 inh: inactive

What do the screens show for `COC(=O)[C@@H](NC(=O)c1cc(COc2ccc3c(c2)CCCC3)on1)C(C)C`?
ST2 inh: inconclusive

What do the screens show for `CN[C@H](C(=O)N[C@@H]1C=C(C(=O)N[C@H](CC(C)C)C(N)=O)C[C@@H](O)[C@@H]1O)C(C)C`?
ST2 inh: inconclusive

What do the screens show for `COc1ccc(CN2CCSCC2)cc1C`?
ST2 inh: inactive

How did Cc1ccc(NC(=O)c2cc3cc(Br)ccc3oc2=O)c(C)c1 do in these assays?
ST2 inh: inactive

How did Cc1ccccc1Oc1ccc(N2C(=O)C3CC=CC(C)C3C2=O)cc1 (centres undefined) do in these assays?
ST2 inh: inactive

Results for COc1ccc(Cl)cc1NC1OC(=O)c2ccccc21 (centres undefined) ?
ST2 inh: inactive

What do the screens show for `CC1=C(C(=O)Nc2ccc(C)cc2C)C(c2ccc(C(C)C)cc2)n2nnnc2N1` (centres undefined)?
ST2 inh: inconclusive

Results for CCOC(=O)Cn1c(=O)n(-c2ccc(C)c(C)c2)c2nc(-c3cccc(OC)c3)nc(C(N)=O)c21 ?
ST2 inh: inactive

How did Cc1cc2nc(CSC3CCCCC3)cc(=O)n2o1 do in these assays?
ST2 inh: inactive

What do the screens show for `CC(=O)C1=C(O)C(=O)N(c2ccc(Br)cn2)C1c1cccc([N+](=O)[O-])c1` (centres undefined)?
ST2 inh: inactive

What do the screens show for `Cc1ccc(NC(=O)c2cc(-c3ccccc3)n[nH]2)cc1`?
ST2 inh: inactive

How did O=C1NCCN2CCN(c3nc4ccc(Cl)cc4s3)CC12 (centres undefined) do in these assays?
ST2 inh: inconclusive

How did COc1cc(Br)c(CN(C)CCc2ccccn2)cc1OC do in these assays?
ST2 inh: inconclusive

How did Cc1ccc(N2CN=C3SCC(=O)N3C2)cc1C do in these assays?
ST2 inh: 37%*

Results for COc1ccc(C2C(C#N)=C(N)Oc3cc(C)oc(=O)c32)cc1OCc1ccccc1 (centres undefined) ?
ST2 inh: 32%*

A draw from above in order of molecular weight, lowest first.
How did Cc1ccc(N2CN=C3SCC(=O)N3C2)cc1C do in these assays?
ST2 inh: 37%*

What do the screens show for `Cc1ccc(NC(=O)c2cc(-c3ccccc3)n[nH]2)cc1`?
ST2 inh: inactive

How did Cc1cc2nc(CSC3CCCCC3)cc(=O)n2o1 do in these assays?
ST2 inh: inactive

How did O=C1NCCN2CCN(c3nc4ccc(Cl)cc4s3)CC12 (centres undefined) do in these assays?
ST2 inh: inconclusive

How did COc1cc(Br)c(CN(C)CCc2ccccn2)cc1OC do in these assays?
ST2 inh: inconclusive

Results for COc1ccc(C2C(C#N)=C(N)Oc3cc(C)oc(=O)c32)cc1OCc1ccccc1 (centres undefined) ?
ST2 inh: 32%*

What do the screens show for `CC(=O)C1=C(O)C(=O)N(c2ccc(Br)cn2)C1c1cccc([N+](=O)[O-])c1` (centres undefined)?
ST2 inh: inactive

Next part:
What do the screens show for `O=C1CSC(c2cccc3ccccc23)N1c1ccccc1` (centres undefined)?
ST2 inh: inactive

How did O=C(Nc1ccc(=O)n2c1[C@@H]1C[C@@H](CN(C(=O)c3ccc(F)cc3)C1)C2)c1ccc2c(c1)OCO2 do in these assays?
ST2 inh: inactive

What do the screens show for `Cc1cc(N2CCCCC2)nc(N2CCN(S(=O)(=O)c3ccccc3F)CC2)n1`?
ST2 inh: inconclusive

What do the screens show for `CCn1c(C2CCN(S(=O)(=O)N3CCCC3)CC2)n[nH]c1=O`?
ST2 inh: inactive

Results for COc1ccc(N(CC(N)=O)S(=O)(=O)c2ccccc2)cc1Cl ?
ST2 inh: inactive

What do the screens show for `O=C(O)c1cccn1Cc1ccccc1Cl`?
ST2 inh: inactive

Results for CCOC(=O)c1c(NC(=O)c2ccc(Cl)s2)sc2c1CCN(C(C)C)C2 ?
ST2 inh: inactive

Results for COc1cc(OC)cc(-n2c(=O)c3sccc3n(CC(=O)c3ccc(F)cc3)c2=O)c1 ?
ST2 inh: inconclusive

Results for CCC(Cn1ccnc1)NC(=O)c1ccc(=O)[nH]c1 (centres undefined) ?
ST2 inh: inconclusive

What do the screens show for `O=C(NCc1cccs1)c1ccc2c(c1)N(Cc1c(F)cccc1Cl)C(=O)CS2`?
ST2 inh: inactive

How did Cc1ccc2nc3c(c(Nc4cccc(O)c4)c2c1)CCC3 do in these assays?
ST2 inh: inactive

Results for CCOC(=O)c1sc2nc(C)nc(N3CCCCC3)c2c1C ?
ST2 inh: inactive

How did CCOC(=O)C1CCCN(C(=O)Cc2c(C(=O)O)[nH]c3ccccc23)C1 (centres undefined) do in these assays?
ST2 inh: inactive

Results for O=C(Nc1nnc(C(c2ccccc2)c2ccccc2)s1)c1cccs1 ?
ST2 inh: inactive
